OXTR agonist: human OXTR agonism. P30559. CHO-OTR cells, Fluo-8 calcium fluorescence; normalized: DMSO 0%, oxytocin 100%. activation, % at 3 µM. 320,000 tested, 0.32% active. AID 2435;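 active = activation above the mean of all tested compounds plus 3 SD, cutoff set per screening run, cut at about 20% in these data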;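 also: peak over basal fluorescence ratio from a 100 s FLIPR kinetic read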
GPR7 antag: antagonists of human GPR7 (neuropeptides B/W receptor 1); GPR7-expressing cells, fluorescence antagonist assay; inhibition, % at 4.4 µM; 290,000 tested, 1.1% active; P48145; in the data active = inhibition above about 16%, passing the limit was not always enough;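 also: cells stimulated with the agonist NPW; 0% = agonist with vehicle and 100% = vehicle without agonist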
Target sequence (P48145 whole entry, looked up): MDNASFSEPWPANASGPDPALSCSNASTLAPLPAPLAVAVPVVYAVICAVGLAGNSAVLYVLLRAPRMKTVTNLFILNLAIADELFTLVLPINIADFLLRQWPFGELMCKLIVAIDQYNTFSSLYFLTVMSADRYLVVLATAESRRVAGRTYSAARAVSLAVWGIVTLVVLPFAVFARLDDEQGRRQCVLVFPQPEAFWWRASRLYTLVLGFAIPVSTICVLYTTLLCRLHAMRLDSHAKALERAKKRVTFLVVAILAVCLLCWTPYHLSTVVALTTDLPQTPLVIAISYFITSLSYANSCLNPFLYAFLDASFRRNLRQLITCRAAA
NALP1 inh: NALP1 inhibition; S. cerevisiae NALP1/ASC/caspase-1 growth, X-gal OD620, 72 h; 280,000 tested, 0.61% active; inhibition, % at 10 µM; in the data active = inhibition mostly above about 24%, no sharp cut-off; inactive = mostly below about 32%; also: some compounds called inactive have numbers as strong as hits
MEKK2 WT-MEK5: raises or lowers MEK5 binding to wildtype human MEKK2 PB1 domain. binding response (% of control), % at 10 µM. 290,000 tested, 1.1% active. Q9Y2U5. bead flow cytometry, Alexa488-MEK5 binding to MEKK2 WT; actives lie on both sides; in the data active = binding response below about 67% or above about 130%
GalR3 antagonist: human GalR3 antagonism; O60755; HEK293 GalR3-CNG cAMP membrane potential fluorescence; galR3 body fused to GalR1 C-terminus; inhibition, % at 3 µM; 360,000 tested, 0.44% active; AID 651719;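 active = inhibition above the screen-wide average plus 3 SD, cut at about 13% in these data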;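 also: forskolin and galanin both at EC90 stimulate the cells; cAMP rise reported by CNG channel membrane potential dye signal; 0% = forskolin plus galanin with DMSO and 100% = forskolin alone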
Target sequence (O60755 1-299 limits assumed): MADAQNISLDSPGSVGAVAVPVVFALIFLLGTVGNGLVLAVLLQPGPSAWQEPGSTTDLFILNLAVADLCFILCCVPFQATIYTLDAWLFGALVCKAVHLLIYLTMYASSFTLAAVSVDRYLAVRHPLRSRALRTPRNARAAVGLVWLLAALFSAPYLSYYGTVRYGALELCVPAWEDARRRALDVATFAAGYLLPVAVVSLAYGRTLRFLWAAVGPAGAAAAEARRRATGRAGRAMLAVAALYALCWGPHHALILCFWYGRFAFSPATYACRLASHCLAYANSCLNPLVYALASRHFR
V1R ag counter: counter-screen for oxytocin receptor agonists: human V1a receptor agonists | P37288 | CHO-V1R cells, Fluo-8 calcium fluorescence, agonist mode; 0% DMSO, 100% 3 nM vasopressin | activation, % at 3 µM | 320,000 tested, 0.25% active;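 active = activation above the mean activation of all tested compounds plus 3 SD, per screening run, cut at about 20% in these data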;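 also: signal is peak over basal fluorescence ratio across a 100 second FLIPR read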
Target sequence (P37288 whole entry, looked up): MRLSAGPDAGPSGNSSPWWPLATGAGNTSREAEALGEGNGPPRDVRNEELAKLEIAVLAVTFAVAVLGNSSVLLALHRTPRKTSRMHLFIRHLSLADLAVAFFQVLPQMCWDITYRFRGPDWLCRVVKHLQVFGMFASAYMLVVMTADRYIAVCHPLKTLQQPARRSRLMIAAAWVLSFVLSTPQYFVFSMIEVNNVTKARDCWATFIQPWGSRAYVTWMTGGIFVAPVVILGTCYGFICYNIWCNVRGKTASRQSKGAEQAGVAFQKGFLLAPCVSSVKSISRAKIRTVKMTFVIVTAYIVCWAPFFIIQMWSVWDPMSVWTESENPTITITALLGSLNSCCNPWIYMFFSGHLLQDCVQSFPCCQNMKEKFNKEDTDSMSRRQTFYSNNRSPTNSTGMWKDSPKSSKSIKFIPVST
OXTR potentiator: potentiates the human oxytocin receptor response; P30559; CHO-OTR cells, Fluo-8 calcium fluorescence, potentiator mode; 0% = oxytocin EC15, 100% = EC100; activation, % at 3 µM; 320,000 tested, 0.061% active;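 active = activation above that plate's cutoff, the mean activation of tested compounds plus 3 SD, cut at about 6.6% in these data, passing the limit was not always enough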;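 also: 100% uses oxytocin at 75 nM as the full agonist control; some results filed as inactive read as strong as hits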
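Measured by – Fluo-8 calcium dye fluorescence · Test system – human OTR in CHO cells · Dosing – one concentration, 3.0 µM compound · Controls – EC15 oxytocin alone as 0%, 75 nM oxytocin as 100% · Evaluation – normalized max/min fluorescence ratio, % activation · Timing – 6 min pre-incubation, 100 s read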
PfM18AAP inh: PfM18AAP enzyme inhibition. recombinant PfM18AAP, H-Glu-NHMec fluorogenic cleavage. inhibition, % at 7.35 µM. 290,000 tested, 1.2% active. AID 1822;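 active = inhibition above the campaign mean inhibition over all tested compounds plus 3 SD, cut at about 28% in these data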;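 also: 0% = plate median of test compound wells and 100% = 2 mM ZnCl2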
MEKK2mut PB1 HTS: signal of MEK5 binding to mutant human MEKK2 PB1 domain; percent response, % at 10 µM; AID 1530; bead flow cytometry, Alexa488-MEK5 binding to MEKK2 mutant; 290,000 tested, 0.35% active; in the data active = percent response above about 24%, passing the limit was not always enough; also: inactives centre near 1; some results filed as inactive read as strong as hits
* = called active by the depositor.

`C=CCn1c(SCC(=O)NC2CCCC2)nnc1-c1ccncc1` gave OXTR agonist 0.1, GPR7 antag -3, NALP1 inh 11, MEKK2 WT-MEK5 102, GalR3 antagonist -3, V1R ag counter 1.7, OXTR potentiator 4, PfM18AAP inh 7 and MEKK2mut PB1 HTS 7.
CCOc1ccc(CNCc2cccnc2)cc1 was read as OXTR agonist 2.0, GPR7 antag 9, NALP1 inh 0, MEKK2 WT-MEK5 97, GalR3 antagonist -4, V1R ag counter 2.8, OXTR potentiator -9, PfM18AAP inh -2 and MEKK2mut PB1 HTS 1.
COc1cc(CCC(=O)OCc2nnc(-c3ccccc3)o2)cc(OC)c1OC was read as OXTR agonist 5.7, GPR7 antag -9, NALP1 inh 8, MEKK2 WT-MEK5 95, GalR3 antagonist -5, V1R ag counter 5.1, OXTR potentiator -16, PfM18AAP inh 1 and MEKK2mut PB1 HTS -2.
For COc1cc(CC(=O)Nc2ncc(C)s2)cc(OC)c1OC the results were OXTR agonist 0.8, GPR7 antag -5, NALP1 inh 10, MEKK2 WT-MEK5 101, GalR3 antagonist 1, V1R ag counter 0.3, OXTR potentiator -6, PfM18AAP inh -21 and MEKK2mut PB1 HTS -2.
CC1Cc2ccccc2N1C(=O)CO/N=C/c1ccc(OC(F)F)cc1 (configuration not stated) was read as OXTR agonist -1.6, GPR7 antag -11, NALP1 inh 28, MEKK2 WT-MEK5 96, GalR3 antagonist -1, V1R ag counter 1.2, OXTR potentiator -5, PfM18AAP inh -1 and MEKK2mut PB1 HTS -1.
`CC(C)C(=O)NC(Nc1cccc2cccnc12)C(Cl)(Cl)Cl` (configuration not stated) gave OXTR agonist -1.8, GPR7 antag -3, NALP1 inh 15, MEKK2 WT-MEK5 96, GalR3 antagonist -4, V1R ag counter -1.7, OXTR potentiator -4, PfM18AAP inh 8 and MEKK2mut PB1 HTS 4.
Screening CC(C)CC1CCCCC1OC(=O)CN1CCCCC1 (configuration not stated) returned OXTR agonist 1.3, GPR7 antag -6, NALP1 inh -1, MEKK2 WT-MEK5 91, GalR3 antagonist 0, V1R ag counter 0.7, OXTR potentiator 1, PfM18AAP inh -1 and MEKK2mut PB1 HTS -12.
CC(=O)c1cccc(NC(=O)C2COc3ccccc3O2)c1 (configuration not stated) was read as OXTR agonist 0.8, GPR7 antag -12, NALP1 inh 4, MEKK2 WT-MEK5 104, GalR3 antagonist -9, V1R ag counter 1.1, OXTR potentiator 7, PfM18AAP inh -8 and MEKK2mut PB1 HTS 5.
`COc1cccc(CNC(=O)C2CCN(S(=O)(=O)c3cnc[nH]3)CC2)c1` gave OXTR agonist -0.3, GPR7 antag -2, NALP1 inh -2, MEKK2 WT-MEK5 110, GalR3 antagonist -3, V1R ag counter 1.0, OXTR potentiator -2, PfM18AAP inh -5 and MEKK2mut PB1 HTS 10.
`O=C(NCCc1ccccc1)c1ccc2c(c1)OCCO2` gave OXTR agonist -0.6, GPR7 antag -4, NALP1 inh 9, MEKK2 WT-MEK5 101, GalR3 antagonist -1, V1R ag counter 8.3, OXTR potentiator -1, PfM18AAP inh -3 and MEKK2mut PB1 HTS -2.
For O=S(=O)(/C=C/c1ccccc1)NCc1ccccc1Cl the results were OXTR agonist -1.9, GPR7 antag -8, NALP1 inh 54, MEKK2 WT-MEK5 92, GalR3 antagonist 2, V1R ag counter -1.6, OXTR potentiator -8, PfM18AAP inh 4 and MEKK2mut PB1 HTS -2.
CCc1c(C2(O)CCCCC2)[nH]c2ccc(C#N)cc12 was read as OXTR agonist -0.1, MEKK2 WT-MEK5 106, GalR3 antagonist -5, V1R ag counter 9.5, OXTR potentiator -21 and MEKK2mut PB1 HTS 8.
For CCOC(=O)C(C)Sc1nc(-c2ccccc2)nc2ccc(F)cc12 (configuration not stated) the results were OXTR agonist 0.1, GPR7 antag -8, NALP1 inh 4, MEKK2 WT-MEK5 109, GalR3 antagonist -3, V1R ag counter 0.5, OXTR potentiator -15, PfM18AAP inh 0 and MEKK2mut PB1 HTS -3.
For CCCn1c(SCC(=O)N(C)CC(=O)Nc2ccc(Cl)cc2)n[nH]c1=O the results were OXTR agonist 0.0, GalR3 antagonist -6, V1R ag counter 0.1 and OXTR potentiator 0.
Cc1ccc(Cn2nnnc2CN2CCC(O)(c3ccccc3F)CC2)cc1 was read as OXTR agonist 6.4, GPR7 antag 13, NALP1 inh 12, MEKK2 WT-MEK5 81, GalR3 antagonist -9, V1R ag counter 1.7, OXTR potentiator -11, PfM18AAP inh -2 and MEKK2mut PB1 HTS -9.

Continued; it opens with the 4 that closed the last part.
CCc1c(C2(O)CCCCC2)[nH]c2ccc(C#N)cc12 was read as OXTR agonist -0.1, MEKK2 WT-MEK5 106, GalR3 antagonist -5, V1R ag counter 9.5, OXTR potentiator -21 and MEKK2mut PB1 HTS 8.
For CCOC(=O)C(C)Sc1nc(-c2ccccc2)nc2ccc(F)cc12 (configuration not stated) the results were OXTR agonist 0.1, GPR7 antag -8, NALP1 inh 4, MEKK2 WT-MEK5 109, GalR3 antagonist -3, V1R ag counter 0.5, OXTR potentiator -15, PfM18AAP inh 0 and MEKK2mut PB1 HTS -3.
For CCCn1c(SCC(=O)N(C)CC(=O)Nc2ccc(Cl)cc2)n[nH]c1=O the results were OXTR agonist 0.0, GalR3 antagonist -6, V1R ag counter 0.1 and OXTR potentiator 0.
Cc1ccc(Cn2nnnc2CN2CCC(O)(c3ccccc3F)CC2)cc1 was read as OXTR agonist 6.4, GPR7 antag 13, NALP1 inh 12, MEKK2 WT-MEK5 81, GalR3 antagonist -9, V1R ag counter 1.7, OXTR potentiator -11, PfM18AAP inh -2 and MEKK2mut PB1 HTS -9.
CCCCOC(=O)c1ccc(NC(=O)CN2C(=O)NC3(CCCCCC3)C2=O)cc1 was read as OXTR agonist 3.5, GalR3 antagonist -7, V1R ag counter 3.6 and OXTR potentiator -6.
`N#Cc1ccc(/C=N/NC(=O)c2cccc(S(=O)(=O)N3CCOCC3)c2)cc1` gave OXTR agonist 1.2, GPR7 antag 7, NALP1 inh -5, MEKK2 WT-MEK5 97, GalR3 antagonist -5, V1R ag counter 1.4, OXTR potentiator -6, PfM18AAP inh 13 and MEKK2mut PB1 HTS -4.
For CCc1nnc(NS(=O)(=O)c2ccc(NS(=O)(=O)c3ccccc3)cc2)s1 the results were OXTR agonist 0.9, GPR7 antag -6, NALP1 inh -3, MEKK2 WT-MEK5 106, GalR3 antagonist -1, V1R ag counter -0.1, OXTR potentiator 1, PfM18AAP inh -2 and MEKK2mut PB1 HTS 5.
For CCN(CC)S(=O)(=O)c1ccc(F)c(C(=O)OC2CC(C)OC2=O)c1 (configuration not stated) the results were OXTR agonist 1.1, GPR7 antag -12, NALP1 inh 11, MEKK2 WT-MEK5 107, GalR3 antagonist -5, V1R ag counter 0.9, OXTR potentiator -4, PfM18AAP inh 6 and MEKK2mut PB1 HTS 4.
For CCn1c(O)c(N=NC(=O)CNc2ccc(C)cc2)c2ccccc21 the results were OXTR agonist -1.8, GPR7 antag 3, NALP1 inh 24, MEKK2 WT-MEK5 103, GalR3 antagonist -6, V1R ag counter -0.7, OXTR potentiator -8, PfM18AAP inh 2 and MEKK2mut PB1 HTS -1.
Screening Fc1c(F)c(F)c(SCn2cc(Br)cn2)c(F)c1F returned OXTR agonist -1.2, GalR3 antagonist -1, V1R ag counter -1.3 and OXTR potentiator 8.
For O=C(CCC(=O)N1CCOc2ccc(Cl)cc21)NCCN1CCOCC1 the results were OXTR agonist -1.8, GPR7 antag 2, NALP1 inh -12, MEKK2 WT-MEK5 97, V1R ag counter 0.8, OXTR potentiator -2, PfM18AAP inh 6 and MEKK2mut PB1 HTS 4.
`CCCn1c(SCC(=O)N2CCCCC2)nnc1C(C)C` gave OXTR agonist -0.1, GPR7 antag -16, NALP1 inh -5, MEKK2 WT-MEK5 86, GalR3 antagonist 0, V1R ag counter 0.5, OXTR potentiator -6, PfM18AAP inh -1 and MEKK2mut PB1 HTS -8.
Screening Cc1ccc(C(O)(COC(=O)C(C)C)COC(=O)C(C)C)c(O)c1 returned OXTR agonist -0.9, GPR7 antag -14, NALP1 inh -20, MEKK2 WT-MEK5 94, GalR3 antagonist -1, V1R ag counter -0.8, OXTR potentiator 0, PfM18AAP inh 10 and MEKK2mut PB1 HTS 2.
CCOCCCN1C(=O)CN(C2CCCCC2)C(=O)C1c1ccc(OCC)c(OC)c1 (configuration not stated) was read as OXTR agonist 0.0, GPR7 antag 2, NALP1 inh 9, MEKK2 WT-MEK5 108, GalR3 antagonist -5, V1R ag counter 0.9, OXTR potentiator -2, PfM18AAP inh 2 and MEKK2mut PB1 HTS 6.
O=C(NCc1csc2ccccc12)Nc1cc(Cl)cc(Cl)c1 was read as OXTR agonist -0.2, GPR7 antag -12, MEKK2 WT-MEK5 138*, GalR3 antagonist 1, V1R ag counter 0.3, OXTR potentiator -13, PfM18AAP inh -3 and MEKK2mut PB1 HTS 29.
O=[N+]([O-])c1ccc(O)c2cccnc12 was read as OXTR agonist -0.7, GPR7 antag 6, NALP1 inh 23, MEKK2 WT-MEK5 96, GalR3 antagonist 4, V1R ag counter 0.3, OXTR potentiator -8, PfM18AAP inh 2 and MEKK2mut PB1 HTS -7.
Screening CN(C)c1ccc(/C=N/Nc2ccc(-n3ccnc3)nn2)cc1 returned OXTR agonist -1.2, GPR7 antag -4, NALP1 inh 8, MEKK2 WT-MEK5 99, GalR3 antagonist 6, V1R ag counter 0.2, OXTR potentiator -4, PfM18AAP inh 34* and MEKK2mut PB1 HTS -2.
For CCOc1ccc2[nH]c3c(NCC(C)C)ncnc3c2c1 the results were OXTR agonist -1.4, GPR7 antag -6, NALP1 inh 11, MEKK2 WT-MEK5 115, V1R ag counter 2.1, OXTR potentiator -16, PfM18AAP inh -11 and MEKK2mut PB1 HTS 6.
O=C(NCC1([N+](=O)[O-])CN(C(=O)c2ccccc2)CN(C(=O)c2ccccc2)C1)c1ccccc1 was read as OXTR agonist -0.7, GPR7 antag -5, NALP1 inh 8, MEKK2 WT-MEK5 94, GalR3 antagonist 0, V1R ag counter 0.1, OXTR potentiator -18, PfM18AAP inh -1 and MEKK2mut PB1 HTS -3.
`COc1ccc(C(=O)Nc2ccccc2C(=O)NCc2ccco2)cc1` gave OXTR agonist 1.5, GPR7 antag -8, NALP1 inh 12, MEKK2 WT-MEK5 95, GalR3 antagonist 1, V1R ag counter 3.4, OXTR potentiator -6, PfM18AAP inh -1 and MEKK2mut PB1 HTS -3.
Screening COCC(=O)Nc1ccc(C(N)=O)cc1 returned OXTR agonist 0.0, GPR7 antag -8, NALP1 inh -12, MEKK2 WT-MEK5 99, GalR3 antagonist -4, V1R ag counter -0.2, OXTR potentiator -13, PfM18AAP inh -7 and MEKK2mut PB1 HTS -1.

Compound activity as filed in PubChem.
